MLLE-PAM2 inh: inhibitors of microRNA-mediated deadenylation, human PABP1 MLLE binding; P11940; GST-MLLE / FITC-PAM2 fluorescence polarization; inhibition, % at 20 µM; 0.36% of 360,000 active; AID 588489; in the data active = inhibition above about 35%, passing the limit was not always enough;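 note: plate controls were DMSO wells with GST-MLLE for no effect and wells lacking GST-MLLE protein for full effect; some results filed as inactive read as strong as hits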
CendR NRP1 mod: NRP-1/CendR interaction modulation | AID 602438 | inhibition, % at 25 µM | FAM-RPARPAR peptide binding to NRP-1, fluorescence polarization | 0.85% of 360,000 active;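 active = inhibition or corrected inhibition above about 18%, plus a signal ratio from 0.5 to 1.5, limit read from the data, passing the limit was not always enough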; note: strong numbers were not always called active
Neddyl block: cullin neddylation inhibition; calls only at 25 µM; 0.58% of 360,000 active; P61081+Q13564; TR-FRET cullin neddylation, biochemical; in the data active = inhibition above about 36%
MT1-MMP act inh: inhibitors of human MT1-MMP activation | P50281 | HT1080 RFP-PRO-GFP cells, GFP/RFP ratio fluorescence, overnight; percent of plate control window, DMSO zero | GFP/RFP ratio change, % at 20 µM | 0.061% of 360,000 active;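 active = GFP/RFP ratio change of at least 30% with cell ATP level not reduced by more than half and red fluorescence within 50% of control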; note: strong numbers were not always called active
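Compound: 20 µM single dose, 1% DMSO / System: HT1080 RFP-PRO-GFP cells / Controls: DMSO and RFP-L50D-GFP cell wells / Read-out basis: GFP/RFP fluorescence ratio / Schedule: overnight compound exposure at 37 °C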
MsrA act: activates bovine MsrA enzyme | purified bovine MsrA, absorbance read-out | activation, % at 10.6 µM | 0.3% of 360,000 active; in the data active = activation above about 7.5%;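 note: 0% = vehicle and 100% = reference activator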
eLon inh: inhibitors of E. coli Lon protease; inhibition, % at 7.94 µM; purified E. coli Lon protease, fluorescence polarization; P0A9M0; AID 602123; 0.42% of 360,000 active; in the data active = inhibition above about 13%, passing the limit was not always enough;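 note: 0% = enzyme with probe and DMSO and 100% = no enzyme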
FAS-TE inh: inhibitors of human fatty acid synthase thioesterase domain | P49327 | recombinant FAS-TE, OMFH fluorogenic substrate, fluorescence endpoint | inhibition, % at 15 µM | 0.67% of 360,000 active | AID 602261;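 active = compounds whose normalised, plate-corrected inhibition of enzyme fluorescence in the single-dose primary screen is 50% or more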;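 note: 0% = DMSO with enzyme and 100% = substrate without enzyme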
SKN-1 block: blocks SKN-1 activity in C. elegans | C. elegans VP596 Pgst-4::GFP/RFP ratio, acrylamide-induced, 24 h | inhibition, % at 21.8 µM | 0.49% of 360,000 active | AID 624304;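 active = interference check ratio from 0.5 to 1.5 plus GFP to RFP signal ratio inhibition reaching or exceeding a fixed threshold, cut at about 30% in these data, passing the limit was not always enough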; note: some compounds called inactive have numbers as strong as hits
Rin1-Abl PPI inh: human Rin1-Abl interaction inhibition; 0.4% of 360,000 active; inhibition, % at 7.35 µM; TR-FRET Rin1/Abl binding, biochemical; AID 588664; in the data active = inhibition above about 5%, passing the limit was not always enough
An asterisk follows results filed as active; & = joins results of further samples. Rows are unselected, and some 4% of all compounds hit somewhere here.

`O=C(NCCCc1ccccc1)c1cccc(S(=O)(=O)N2CCOCC2)c1` gave MLLE-PAM2 inh -2, CendR NRP1 mod 10, Neddyl block inactive, MT1-MMP act inh 3, MsrA act -3, eLon inh 7, FAS-TE inh -4, SKN-1 block 2 and Rin1-Abl PPI inh 2.
Screening CCOc1ccc(NC(=O)N2CCCC2C(=O)NCC2CCCO2)cc1 (stereo not drawn) returned MLLE-PAM2 inh -4, CendR NRP1 mod -8, Neddyl block inactive, MT1-MMP act inh -1, MsrA act -7, eLon inh 4, FAS-TE inh -10, SKN-1 block 2 and Rin1-Abl PPI inh 2.
For CCn1c(=O)n(CC(=O)Nc2cccc(OC)c2)c(=O)c2ccccc21 the results were MLLE-PAM2 inh 19, CendR NRP1 mod -6, Neddyl block inactive, MT1-MMP act inh -2, MsrA act -2, eLon inh -6, FAS-TE inh 2, SKN-1 block -5 and Rin1-Abl PPI inh 2.
O=C(O)CCCC(=O)N1N=C(c2c(-c3ccccc3)c3cc(Cl)ccc3[nH]c2=O)CC1c1cccs1 (stereo not drawn) was read as MLLE-PAM2 inh 1, CendR NRP1 mod -5, Neddyl block inactive, MT1-MMP act inh -10, MsrA act -9, eLon inh -2, FAS-TE inh -10, SKN-1 block 7 and Rin1-Abl PPI inh 1.
Cc1ccc(C)c(S(=O)(=O)Nc2ccc(O)c(C(=O)O)c2)c1 was read as MLLE-PAM2 inh 1, CendR NRP1 mod -1, Neddyl block inactive, MT1-MMP act inh 0, MsrA act -7, eLon inh -10, FAS-TE inh -3, SKN-1 block 2 and Rin1-Abl PPI inh 4.
`C/C(=N\NC(=O)COc1ccc(C)cc1C(C)C)c1cc2ccccc2o1` gave MLLE-PAM2 inh -10, CendR NRP1 mod -9, Neddyl block inactive, MT1-MMP act inh 6, MsrA act 0, eLon inh -7, FAS-TE inh 22, SKN-1 block 0 and Rin1-Abl PPI inh 4.
Screening Cc1cc2ccccn2c1C(=O)c1ccc(F)cc1 returned MLLE-PAM2 inh 16, CendR NRP1 mod 2, Neddyl block inactive, MT1-MMP act inh 3, MsrA act -2, eLon inh -1, FAS-TE inh 7, SKN-1 block -4 and Rin1-Abl PPI inh 3.
For CC(C)Oc1ccc(CCNC(=O)C2CCC(=O)N(C3CCCCCC3)C2)cc1 (stereo not drawn) the results were MLLE-PAM2 inh -8, CendR NRP1 mod 0, Neddyl block inactive, MT1-MMP act inh -2, MsrA act 1, eLon inh -6, FAS-TE inh -2, SKN-1 block 0 and Rin1-Abl PPI inh 5.
`CN1CCN(CC(=O)Nc2nc(-c3c[nH]c4ccccc34)cs2)CC1` gave MLLE-PAM2 inh 2, CendR NRP1 mod -14, Neddyl block inactive, MT1-MMP act inh 0, MsrA act -3, eLon inh -4, FAS-TE inh -7, SKN-1 block 4 and Rin1-Abl PPI inh -3.
`Cc1ccc(C(CNS(=O)(=O)c2ccc(F)cc2)N2CCN(C)CC2)cc1` (stereo not drawn) gave MLLE-PAM2 inh 0, CendR NRP1 mod -4, Neddyl block inactive, MT1-MMP act inh -5, MsrA act 0, eLon inh 0, FAS-TE inh -6, SKN-1 block 7 and Rin1-Abl PPI inh 0.
Screening O=C(NCCN1CCOCC1)N1c2ccccc2Sc2ccccc21 returned MLLE-PAM2 inh 6, CendR NRP1 mod 1, Neddyl block inactive, MT1-MMP act inh -1, MsrA act -5, eLon inh -4, FAS-TE inh -10, SKN-1 block 0 and Rin1-Abl PPI inh -1.
CCc1cc(/C(Cc2ccccn2)=N\O)c(O)cc1O was read as MLLE-PAM2 inh 6, CendR NRP1 mod 8, Neddyl block inactive, MT1-MMP act inh 5, MsrA act -13, eLon inh -11, FAS-TE inh -22, SKN-1 block -16 and Rin1-Abl PPI inh 4.

Quoted at random: two compounds from above, in no set order.
`CN1CCN(CC(=O)Nc2nc(-c3c[nH]c4ccccc34)cs2)CC1` gave MLLE-PAM2 inh 2, CendR NRP1 mod -14, Neddyl block inactive, MT1-MMP act inh 0, MsrA act -3, eLon inh -4, FAS-TE inh -7, SKN-1 block 4 and Rin1-Abl PPI inh -3.
For CC(C)Oc1ccc(CCNC(=O)C2CCC(=O)N(C3CCCCCC3)C2)cc1 (stereo not drawn) the results were MLLE-PAM2 inh -8, CendR NRP1 mod 0, Neddyl block inactive, MT1-MMP act inh -2, MsrA act 1, eLon inh -6, FAS-TE inh -2, SKN-1 block 0 and Rin1-Abl PPI inh 5.

New compounds follow
Screening Cc1cccc(Oc2sc(C(=O)c3ccccc3)c(N)c2C#N)c1C returned MLLE-PAM2 inh 3, CendR NRP1 mod -14, Neddyl block inactive, MT1-MMP act inh -6, MsrA act -3, eLon inh -1, FAS-TE inh 18, SKN-1 block 3 and Rin1-Abl PPI inh 2.
Screening O=C(CN1C(=O)NC(Cc2c[nH]c3ccccc23)C1=O)NC1CCCCC1 (stereo not drawn) returned MLLE-PAM2 inh -6, CendR NRP1 mod 1, Neddyl block inactive, MT1-MMP act inh 1, MsrA act -1, eLon inh -5, FAS-TE inh -4, SKN-1 block 7 and Rin1-Abl PPI inh 0.
`O=C(NCC1(N2CCCCC2)CCCCC1)c1ccc(NS(=O)(=O)c2ccc(F)cc2)cc1` gave MLLE-PAM2 inh -8, CendR NRP1 mod 6, Neddyl block inactive, MT1-MMP act inh -1, MsrA act -2, eLon inh -3, FAS-TE inh -6, SKN-1 block 3 and Rin1-Abl PPI inh 2.
COc1ccccc1C1C=C(c2ccc(Cl)cc2)Nc2nc(N3C(=O)CCC3=O)nn21 (stereo not drawn) was read as MLLE-PAM2 inh 24, CendR NRP1 mod -10, MT1-MMP act inh -31, MsrA act 1, eLon inh 9, FAS-TE inh 2, SKN-1 block 11 and Rin1-Abl PPI inh -4.
For Cn1c(=O)[nH]c2c(c1=O)CCO2 the results were MLLE-PAM2 inh -7, CendR NRP1 mod -3, Neddyl block inactive, MT1-MMP act inh 0, MsrA act -1, eLon inh -5, FAS-TE inh -6, SKN-1 block -8 and Rin1-Abl PPI inh 1.
`COCC(C)n1c(-c2ccc3c(c2)NC(=O)CO3)csc1=Nc1ccc(OC(F)F)cc1` (stereo not drawn) gave MLLE-PAM2 inh -13&-9, CendR NRP1 mod 2&3, Neddyl block inactive, MT1-MMP act inh -9&-13, MsrA act -3&-12, eLon inh -6&0, FAS-TE inh 25&25, SKN-1 block -9&-4 and Rin1-Abl PPI inh 4&-1.
O=C(NCCN1CCOCC1)c1cc(-c2ccc(F)cc2)on1 was read as MLLE-PAM2 inh -7, CendR NRP1 mod 38*, Neddyl block inactive, MT1-MMP act inh 4, MsrA act -5, eLon inh 5, FAS-TE inh -5, SKN-1 block -3 and Rin1-Abl PPI inh 0.
`CCN(CC)S(=O)(=O)c1ccc(NCc2ccccc2)nc1` gave MLLE-PAM2 inh 1, CendR NRP1 mod -10, Neddyl block inactive, MT1-MMP act inh -2, MsrA act -4, eLon inh -4, FAS-TE inh 0, SKN-1 block 3 and Rin1-Abl PPI inh 0.
`N#Cc1ccc(C(=O)Nc2ccn(-c3ccccc3)n2)cc1` gave MLLE-PAM2 inh 0, CendR NRP1 mod 6, Neddyl block inactive, MT1-MMP act inh 0, MsrA act -5, eLon inh 1, FAS-TE inh 3, SKN-1 block 5 and Rin1-Abl PPI inh -2.
CCc1ccc[n+](-c2[nH]c(=O)sc2/C=N/N=C(\[O-])c2ccncc2)c1 was read as MLLE-PAM2 inh 3, CendR NRP1 mod 15, Neddyl block inactive, MT1-MMP act inh 1, MsrA act -6, eLon inh 3, FAS-TE inh -5, SKN-1 block 21 and Rin1-Abl PPI inh -3.
For O=C(COC(=O)c1ccc(Cl)nc1)c1ccc2c(c1)OCCO2 the results were MLLE-PAM2 inh -11, CendR NRP1 mod -11, Neddyl block inactive, MT1-MMP act inh 0, MsrA act 0, eLon inh -9, FAS-TE inh 2, SKN-1 block 2 and Rin1-Abl PPI inh 0.
`CC(C)Cc1nnc(NC(=O)CN2C(=O)NC3(CCCC3)C2=O)s1` gave MLLE-PAM2 inh -18, CendR NRP1 mod 6, Neddyl block inactive, MT1-MMP act inh -2, MsrA act -3, eLon inh -2, FAS-TE inh -2, SKN-1 block 18 and Rin1-Abl PPI inh -2.
N#C/C(=C(\O)Cc1ccccc1)c1nc2ccccc2[nH]1 was read as MLLE-PAM2 inh -2, CendR NRP1 mod -19, Neddyl block inactive, MT1-MMP act inh 4, MsrA act -2, eLon inh 10, FAS-TE inh -11, SKN-1 block 4 and Rin1-Abl PPI inh -8.
For CCCn1nnnc1-c1cc(Cl)cc(Cl)c1 the results were MLLE-PAM2 inh -1, CendR NRP1 mod -15, Neddyl block inactive, MT1-MMP act inh 1, MsrA act -2, eLon inh 3, FAS-TE inh -6, SKN-1 block 12 and Rin1-Abl PPI inh -1.
CC1CCN(c2ccc3nnc(CCC(=O)N4CCN(c5ccccc5F)CC4)n3n2)CC1 was read as MLLE-PAM2 inh 18, CendR NRP1 mod -2, Neddyl block inactive, MT1-MMP act inh 5, MsrA act -4, eLon inh 2, FAS-TE inh 5, SKN-1 block 0 and Rin1-Abl PPI inh 0.
Screening Cc1cccc(C(=O)OCC(=O)NCCN2C(=O)CSC2=O)c1[N+](=O)[O-] returned MLLE-PAM2 inh 8, CendR NRP1 mod -11, Neddyl block inactive, MT1-MMP act inh 0, MsrA act -1, eLon inh 2, FAS-TE inh -5, SKN-1 block 0 and Rin1-Abl PPI inh 2.
For CCCCNC(=O)OCCNC(=O)NC the results were MLLE-PAM2 inh 0, CendR NRP1 mod -16, Neddyl block inactive, MT1-MMP act inh 2, MsrA act -2, eLon inh 6, FAS-TE inh -6, SKN-1 block 3 and Rin1-Abl PPI inh -1.
Screening Cc1ccc(C)c(N2CCN(S(=O)(=O)c3c(C)[nH]c(C)c3C(=O)N3CCCC3)CC2)c1 returned MLLE-PAM2 inh 6, CendR NRP1 mod 5, Neddyl block inactive, MT1-MMP act inh -1, MsrA act -1, eLon inh -6, FAS-TE inh -5, SKN-1 block 9 and Rin1-Abl PPI inh 5.
For COc1ccccc1NS(=O)(=O)c1cccc(C(=O)N/N=C(\C)c2ccc(-n3ccnc3)cc2)c1 the results were MLLE-PAM2 inh 4, CendR NRP1 mod -6, Neddyl block inactive, MT1-MMP act inh 5, MsrA act 0, eLon inh 7, FAS-TE inh 3, SKN-1 block 2 and Rin1-Abl PPI inh 0.
`O=C(CCCCn1c(=O)c2ccccc2n(CC(=O)NC2CCCC2)c1=O)NCc1ccco1` gave MLLE-PAM2 inh -7, CendR NRP1 mod 6, Neddyl block inactive, MT1-MMP act inh -2, MsrA act -1, eLon inh 10, FAS-TE inh -5, SKN-1 block 21 and Rin1-Abl PPI inh 3.
`COCCn1nnnc1C(c1ccc(OC)c(OC)c1)N1CCN(C(=O)c2ccco2)CC1` (stereo not drawn) gave MLLE-PAM2 inh 17, CendR NRP1 mod 1, Neddyl block inactive, MT1-MMP act inh -2, MsrA act -1, eLon inh -7, FAS-TE inh -6, SKN-1 block -6 and Rin1-Abl PPI inh 3.
For Cc1cc(Cl)c2oc(C(=O)N(C)Cc3nccn3C)c(C)c2c1 the results were MLLE-PAM2 inh 5, CendR NRP1 mod 3, Neddyl block inactive, MT1-MMP act inh 1, MsrA act 0, eLon inh -7, FAS-TE inh -8, SKN-1 block -2 and Rin1-Abl PPI inh 0.
For O=C(Nc1cccc(Cl)c1)c1ccc(F)c(S(=O)(=O)NCc2cccs2)c1 the results were MLLE-PAM2 inh -3, CendR NRP1 mod -8, Neddyl block inactive, MT1-MMP act inh -5, MsrA act 0, eLon inh 1, FAS-TE inh 17, SKN-1 block 6 and Rin1-Abl PPI inh -1.
`CCCSc1nsc(SCCC)c1C(N)=O` gave MLLE-PAM2 inh -37, CendR NRP1 mod -10, Neddyl block inactive, MT1-MMP act inh 4, MsrA act 6, eLon inh -2, FAS-TE inh -6, SKN-1 block 7 and Rin1-Abl PPI inh -2.
